# GLP-1R agonist: activates the human GLP-1 receptor; 380,000 compounds, 0.007% hits; HEK293 GLP-1R CRE-luciferase, luminescence, 4-6 h; cells express a hypersensitive GLP-1R form; P43220; Potency, µM (doses to about 45.6 µM), for the others: at the highest dose activation, usual class: activators; note: % of control where 0% means no effect
# Target sequence (P43220 whole entry, looked up): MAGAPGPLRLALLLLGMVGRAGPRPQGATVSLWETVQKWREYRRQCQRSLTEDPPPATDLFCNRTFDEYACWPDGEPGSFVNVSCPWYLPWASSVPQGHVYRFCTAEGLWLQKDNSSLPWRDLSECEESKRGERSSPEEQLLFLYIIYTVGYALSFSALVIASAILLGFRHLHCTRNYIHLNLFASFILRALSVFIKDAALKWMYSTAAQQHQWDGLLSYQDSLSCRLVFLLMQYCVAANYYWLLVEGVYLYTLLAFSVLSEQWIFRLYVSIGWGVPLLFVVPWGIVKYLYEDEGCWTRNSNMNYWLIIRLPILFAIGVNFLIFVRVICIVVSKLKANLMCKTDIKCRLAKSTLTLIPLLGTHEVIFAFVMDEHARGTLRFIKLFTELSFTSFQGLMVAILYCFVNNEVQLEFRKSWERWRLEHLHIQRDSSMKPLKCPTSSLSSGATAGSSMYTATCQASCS
# HEK293 tox: cytotoxic in the GLP-1 receptor inverse agonist counter-screen; HEK293 cAMP-luciferase reporter cells, luminescence, 24 h; Potency, µM (series often up to 38.3 µM), for inactives: at the highest dose activity change, negative = inhibition, actives largely listed as inhibitors; 410,000 compounds, 0.13% hits; AID 624418;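 note: loss of luciferase light is scored as toxicity; % is set by controls: 0 for no effect and ±100 for the full control effect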
#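 Here, cytotoxicity is scored as loss of luminescence. The MLSMR collection was tested on cells seeded in medium containing 10% Nu serum, with a 24 hr compound exposure preceded by 12 hours of culture.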
# SW480 rereplic: inducers of DNA re-replication in SW480 colon cancer cells; Potency, µM (highest dose often 46.1 µM), for inactives: at the highest dose re-replication activation, actives largely listed as activators; AID 624297; SW480 DNA re-replication, Hoechst DNA content imaging, 48 h; 340,000 compounds, 1.8% hits; note: % of control where 0% means no effect; nearly all actives have a fitted effect of over 55% in size
#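 Quantitative HTS format with DMSO vehicle controls; 48 hr drug incubation at 37 C, then 40 min Hoechst staining and scanning imager measurement at 405 nm excitation.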
# KB-V1 MDR tox: KB-V1 MDR subline cytotoxicity | KB-V1 MDR cells viability, CellTiter-Glo, 72 h | 400,000 compounds, 3.4% hits | Potency, µM (highest dose often 46.1 µM), inactives show at the top dose activity change, negative = cytotoxicity, hits mostly cytotoxic; note: % is set by controls: 0 for no effect and ±100 for the full control effect; nearly all actives have a fitted effect of over 60% in size
#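 qHTS viability screen in drug-selected KB-V1 MDR cells: 72 h compound treatment at 37 degrees C, ATP luminescence end point.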
# HT1080-NT tox: kills 2HG-producing HT-1080-NT fibrosarcoma cells. Potency, µM (doses to about 46.1 µM), for the others: at the top dose activity, negative = less viability, most hits filed as cytotoxic. 360,000 compounds, 1.6% hits. HT-1080-NT fibrosarcoma viability, CellTiter-Glo ATP luminescence, 48 h;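 note: NT is the 2HG producing partner of a matched IDH1 knockdown line; 0% = DMSO-treated cells and -100% = media-only wells without cells; nearly all actives have a fitted effect of over 55% in size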
#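 Fibrosarcoma NT cells, 750 per well in 5% FBS RPMI, were exposed to compound for 48 hours. Viability: CellTiter-Glo luminescence.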
# HT1080 IDH1KD tx: toxicity to HT-1080 IDH1 knockdown cells (counter line); AID 686971; Potency, µM (titrated, usually from 46.1 µM), for inactives: at the top dose activity, negative = toxicity, most hits filed as cytotoxic; HT-1080 IDH1 knockdown viability, ATP luminescence, 48 h; 360,000 compounds, 2% hits;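 note: 0% = DMSO wells and -100% = cell-free medium wells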
#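 IDH1KD HT-1080 cells, 750/well, RPMI + 5% FBS; compound pinned after 2 h settling; 48 h, 37 °C; CellTiter-Glo luminescence; % activity normalised to DMSO and no-cell wells; curves fitted, classed by r2 and efficacy.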
# GLP-1R inv ag: acts as inverse agonist at human GLP-1 receptor. 410,000 compounds, 1.6% hits. P43220. AID 624417. HEK293 GLP-1R CRE-luciferase, luminescence, 24 h; GLP-1R form is constitutively active. Potency, µM (series often up to 38.3 µM), for the others: at the highest dose activity change, negative = inhibition, hits mostly inhibitors; note: % is set by controls: 0 for no effect and ±100 for the full control effect; nearly all actives have a fitted effect of over 55% in size
#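 Inverse agonists were sought by their lowering of basal cAMP reporter luciferase output in HEK293 cells stably carrying constitutively active human GLP-1R, after 24 h compound treatment.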
# KB-3-1 tox: KB-3-1 parental cell cytotoxicity; Potency, µM (series often up to 46.1 µM), for the others: at the highest dose activity change, negative = cytotoxic, usual class: cytotoxic; KB-3-1 viability, CellTiter-Glo ATP luminescence, 72 h; 400,000 compounds, 1.4% hits; note: % is set by controls: 0 for no effect and ±100 for the full control effect; nearly all actives have a fitted effect of over 60% in size
#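 Screening of KB-3-1 cells (DMEM, 10% FBS, phenol-red free) ran from lowest to highest compound concentration; after 72 h at 37 °C viability was read luminescently and curves fitted.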
# TDP43 rescue: rescues yeast growth from TDP-43 toxicity; TDP-43 expressing yeast growth rescue, BacTiter-Glo, 24 h; Potency, µM (doses to about 46.1 µM), inactives show at the highest dose growth rescue (activation), usual class: activators; 410,000 compounds, 1.8% hits; note: % of control where 0% means no effect; nearly all actives have a fitted effect of over 50% in size
#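 Galactose-induced TDP-43 yeast, OD600=0.02, compound pinned; 24 hr, 30 deg C; BacTiter-Glo luminescence for growth. Inhibitors of TDP-43 toxicity read as activators.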
# Active calls of the source: *; ? = inconclusive; nt = no result given; [ ] = another dose, or the depositor's remark. Calls come from the whole dose curve; as a rule, active = well fitted curve in the direction sought with a large enough effect; inconclusive = small, poorly fitted or top-dose-only effect, or another doubt; inactive = no such curve, though single readings can be large; an effect the other way counts as inactive or inconclusive. Potency is the fitted concentration of half-maximal effect.
structure,GLP-1R agonist,HEK293 tox,SW480 rereplic,KB-V1 MDR tox,HT1080-NT tox,HT1080 IDH1KD tx,GLP-1R inv ag,KB-3-1 tox,TDP43 rescue
C/C(N)=C(/C#N)C(=O)COC(=O)COc1ccc(Cl)cc1C,-1.5%,13.2%,-4.0%,1.3%,-2.0%,-3.4%,18.0%,-4.5%,3.8%
Cc1oc(S(=O)(=O)N2CCCCC2)cc1NC(=O)Nc1ccccc1,2.0%,-4.2%,-3.6%,-5.1%,5.2%,-12.6%,?,1.9%,19.1%
Cc1ccc(C)c(CSC2=NN3CCCC(=O)N=C3S2)c1,3.8%,-4.0%,27.1%,-2.7%,-4.4%,-8.2%,-28.7%,-17.2%,27.6%
COC(=O)c1ccccc1NC(=O)N1CCc2ccc(NC(=O)c3ccccn3)cc2C1,-3.1%,8.9%,18.4µM*,?,-8.0%,2.2%,?,?,-4.4%
O=C(NCCCn1ccnc1)/C(=C\c1cccnc1)NC(=O)c1cccc(Br)c1,-7.8%,14.9%,-1.5%,2.3%,-0.2%,-2.3%,-29.4%,0.3%,-1.8%
CCOC(=O)c1nnn(CC(=O)NC(=O)Nc2ccccc2F)c1C(=O)OCC,nt,17.6%,nt,?,nt,nt,18.0%,18.1%,-2.6%
c1ccc(Cc2ccc(OCCn3ccnc3)cc2)cc1,-5.8%,-15.1%,8.4%,29.5%,-4.1%,-12.8%,?,?,20.7%
CCOC(=O)Cc1cc(=O)n2[nH]c(-c3ccc(Cl)cc3)cc2n1,-5.3%,4.4%,2.3%,4.6%,4.6%,-4.1%,0.1%,1.8%,-9.6%
CCCNC(=O)Cn1cnc2sc(C(=O)NCCN(CC)CC)c(C)c2c1=O,-2.3%,-16.6%,-3.6%,2.8%,5.6%,9.7%,-23.4%,24.8%,-1.9%
CCN(CCO)Cc1csc2c(Br)cccc12,8.1%,62.4%[activator],-12.6%,?,-18.4%,-8.8%[9.24 µM],?,-6.5%,6.2%
CCC(C(=O)N1CCN(c2cc(Cl)ccc2C)CC1)n1nc(C)n2c(cc3occc32)c1=O (stereo not drawn),nt,-26.3%,nt,10.3µM*,nt,nt,?,10.3µM*,9.8%
CC(=O)c1c(C)n(-c2ccccc2)c2ccc(OCC(O)CN3CCOCC3)cc12 (stereo not drawn),-0.7%,-14.7%,-0.7%,0.0%,15.9%,0.9%,-8.3%,1.5%,-13.3%
CCC(C)(C)NS(=O)(=O)c1cc(CN2C(=O)c3cccnc3C2=O)ccc1OC,-0.3%,22.6%,-8.0%,-2.2%,0.4%,-2.1%,18.4%,-7.2%,0.1%
COc1cc(OC)c(Nc2nc3ccccc3c3nncn23)cc1Cl,nt,3.6%,nt,-0.2%,nt,nt,18.9%,14.8%,10.0%
Cc1ccc(-c2cc(C(=O)NCc3ccccn3)c3ccccc3n2)cc1C,0.2%,?,?,14.6µM*,?,?,?,?,15.7%

# (cont.)
structure,GLP-1R agonist,HEK293 tox,SW480 rereplic,KB-V1 MDR tox,HT1080-NT tox,HT1080 IDH1KD tx,GLP-1R inv ag,KB-3-1 tox,TDP43 rescue
Cc1occc1C(=O)Nc1cccc(Cn2cccn2)c1,-6.5%,3.4%,-4.5%,7.6%,0.9%,-4.3%,-1.2%,-26.4%,5.7%
N#Cc1nc(-c2cccc(Cl)c2)oc1N1CCC(C(N)=O)CC1,8.6%,4.9%,-3.3%,-2.5%,-18.1%,-13.2%,48.4%[activator],6.9%,6.1%
COc1ccc(N2CCN(C(=O)CCc3c(C)nc4cc(-c5ccc(Cl)cc5)nn4c3C)CC2)cc1,0.6%,2.3%,nt,-8.1%,nt,nt,-2.0%,-10.8%,-5.6%
O=C(Nc1ccc(CN2CCOCC2)cc1)c1ccc(Cl)cc1,-0.1%,-9.2%,-10.3%,9.2µM*,0.3%,-12.6%,-10.7%,?,-8.4%
CC1=C(C(=O)OCc2ccccc2)C(c2ccsc2)NC(=O)N1C (stereo not drawn),-5.7%,-1.6%,6.5%,0.0%,-2.1%,-9.1%,-29.7%,-7.0%,-13.4%
Cn1cnc(S(=O)(=O)Nc2ccc(C(F)(F)F)cc2)c1,1.7%,0.4%,5.5%,-4.6%,3.7%,1.5%,-0.4%,11.0%,17.0%
COC(=O)c1ccc(C2Nc3c(C)cc(C)cc3C3C=CCC32)cc1 (stereo not drawn),nt,2.2%,nt,?,nt,nt,-6.8%,15.4%,0.0%
Cc1ccc2c(c1)sc1nc(=O)n(-c3ccccc3)c(=O)n12,5.1%,-1.9%,3.3%,-17.6%,23.6%,12.0%,7.9%,-15.8%,-18.9%
O=C(COC(=O)c1ccc(Br)o1)NCC1CCCCC1,8.8%,18.4%,-0.8%,-18.5%,-4.7%,-2.4%,-17.5%,16.1%,0.0%
CSc1cccc(CN(C)C(=O)C2CCC(=O)N(CCCN3CCCC3=O)C2)c1 (stereo not drawn),4.7%,-1.5%,-31.0%[inhibitor],6.6%,2.6%,-1.5%,-23.9%,-5.3%,-10.0%
Cc1cccc(NC(=O)CCNC(=O)c2ccc(Br)cc2)c1,21.5%,1.6%,-8.3%,-5.5%,4.0%,-13.3%,-25.4%,12.6%,-2.7%
CC(=O)Nc1ccc(NC(=O)C2CCCCN2S(=O)(=O)c2ccc(C(C)(C)C)cc2)cc1 (stereo not drawn),12.8%,-18.6%,0.7%,-0.7%,-15.4%,-19.9%,?,-3.6%,14.6%
COC(=O)c1cc(NC(=O)C(C)c2ccc(CC(C)C)cc2)ccc1O (stereo not drawn),9.5%,-5.2%,?,-17.9%,-10.8%,-30.0%,?,-3.8%,-16.0%
COc1cc(N)c(Cl)cc1C(=O)OCC(=O)N1c2ccccc2NC(=O)C1(C)C,16.0%,-21.1%,-7.2%,-3.2%,-16.4%,-19.3%,-2.6%,-0.7%,-1.8%
O=C(OCc1nc2ccsc2c(=O)[nH]1)c1cccc(S(=O)(=O)N2CCOCC2)c1,2.9%,6.3%,-1.1%,0.4%,19.1%,13.9%,18.3%,-0.5%,-1.3%

# (further entries)
structure,GLP-1R agonist,HEK293 tox,SW480 rereplic,KB-V1 MDR tox,HT1080-NT tox,HT1080 IDH1KD tx,GLP-1R inv ag,KB-3-1 tox,TDP43 rescue
COc1ccccc1Cc1c(-c2ccc(OC)c(OC)c2)nc2c(C)cc(Br)cn12,12.1%,1.8%,nt,0.0%,?,?,?,-2.5%,17.8µM*
COc1ccccc1C(=O)Nc1ccnn1C1CCN(C/C=C/c2ccccc2)CC1,12.2%,-4.5%,1.0%,5.3%,-2.7%,3.5%,?,10.7%,2.4%
O=C(CN1CCC(C(=O)c2ccc(Cl)cc2)CC1)NC1CCCC1,6.9%,-26.5%,?,?,-13.3%,-0.2%,-11.8%,-6.0%,4.5%
O=S(=O)(c1ccc(Br)cc1F)N1CCC(O)CC1,1.2%,1.4%,-50.4%[inhibitor],15.8%,5.3%,12.2%,13.8%,14.7%,21.1%
O=S(=O)(c1ccc2ccccc2c1)N1CCNCC1,0.5%,10.4%,-0.5%,-14.1%,-9.3%,-13.6%,-0.8%,6.0%,0.9%
CCc1ccc(NC(=O)NCCCN2CCCC2=O)cc1,-5.9%,13.7%,-9.2%,0.0%,10.1%,12.2%,4.2%,-0.4%,5.8%
O=C(c1cc(=O)c2ccccc2o1)N1CCN(c2ccccc2F)CC1,9.4%,0.3%,-5.2%,?,10.2%,22.6%,2.7%,3.1%,14.1µM*
O=S(=O)(c1ccc(Oc2ccc(Br)cc2)cc1)N1CCOCC1,15.7%,17.3%,-4.1%,11.6µM*,-17.6%,-7.4%[9.24 µM],?,-26.3%,25.1µM*
CN(C)S(=O)(=O)c1ccc(C(=O)NCc2nnc(SCC(=O)NCc3ccco3)o2)cc1,-9.3%,5.3%,0.2%,8.4%,1.7%,6.6%,5.9%,8.5%,3.1%
COc1ccc(/C=C/C(=O)NC(=S)NNC(=O)c2c(-c3ccccc3)noc2C)cc1,-18.3%,3.5%[1.53 µM],5.6%,7.31µM*,-12.6%,?,11.3%,?,0.0%
Cc1cc(N2CCN(C(=O)c3ccco3)CC2)c2ccccc2n1,1.3%,-8.8%,26.6%,-17.7%,2.6%,-2.9%,3.6%,?,-6.2%
O=C(COc1ccccc1-c1nc(-c2ccccc2)no1)Nc1ccccc1[N+](=O)[O-],nt,-4.2%,nt,-1.8%,nt,nt,20.5%,4.5%,9.4%
CCOC(=O)C1=C(C)NC2=C(C(=O)CCC2)C1c1coc2ccccc2c1=O (stereo not drawn),-0.1%,?,2.9%,4.1%,-9.0%,-24.4%[9.24 µM],8.3%,1.1%,-30.0%[inhibitor]
Cc1cccc2c1c1ccc3c(c1n2C)C(=O)C=CC3=O,-1.6%,-0.5%,?,-0.4%,0.3%,4.2%,5.7%,-0.9%,?
CCOC(=O)C1CCN(c2nc(-c3ccc(C)cc3)nc3ccccc23)CC1,24.7%,15.3%,?,-22.7%,-10.6%,-23.2%,-28.0%,-19.5%,-4.3%
O=C1C(Oc2ccccc2)C(c2cccs2)N1Cc1ccc2c(c1)OCO2 (stereo not drawn),0.5%,-5.5%,1.0%,?,2.6%,-10.6%,0.0%,-19.0%,-10.3%
O=C(COC(=O)c1nc(Cl)ccc1Cl)NNC(=O)c1cccs1,-8.8%,10.3%,-43.8%[inhibitor],12.5%,1.3%,-0.5%,5.7%,-3.6%,12.3%
Cc1nonc1OCCN1CCN(c2ccc([N+](=O)[O-])cc2)CC1,9.9%,?,-2.2%,-11.5%,-12.9%,-4.4%,-12.8%,-23.7%,-18.9%[1.82 µM]

# An excerpt of these results, with two lines to a compound.
# Every second line gives: GLP-1R agonist	HEK293 tox	SW480 rereplic	KB-V1 MDR tox	HT1080-NT tox	HT1080 IDH1KD tx	GLP-1R inv ag	KB-3-1 tox	TDP43 rescue
> O=C(c1cc(=O)c2ccccc2o1)N1CCN(c2ccccc2F)CC1
 : 9.4%	0.3%	-5.2%	?	10.2%	22.6%	2.7%	3.1%	14.1µM*
> COc1ccccc1Cc1c(-c2ccc(OC)c(OC)c2)nc2c(C)cc(Br)cn12
 : 12.1%	1.8%	nt	0.0%	?	?	?	-2.5%	17.8µM*
> CCOC(=O)c1nnn(CC(=O)NC(=O)Nc2ccccc2F)c1C(=O)OCC
 : nt	17.6%	nt	?	nt	nt	18.0%	18.1%	-2.6%
